M1 antag = M1 muscarinic receptor (rat) antagonism; P08482; CHO-M1 cells, Fluo-4 calcium, ACh EC80 antagonist mode; stronger effect = lower value; B-score at 10 µM; actives 3.4% (n = 64,000);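 active means calcium fluorescence response, raw or row-and-column corrected B-score, differing from the plate sample mean either way at a set confidence level, mostly lower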
S1P1 ag-PAM = agonists and agonism potentiators of human S1P1 receptor; S1P1 CRE-bla cells, forskolin, beta-lactamase FRET, potentiator mode; S1P1 agonist co-added at EC20, 2 nM; 100% = saturating reference agonist, 0% = basal; activation, % at 9.5 µM; actives 0.57% (n = 56,000); AID 449;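 active means activation above a cutoff set at the mean activation of all tested compounds plus 3 SD, cut at about 54% in these data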;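 further: forskolin at 4 µM as EC80 and the EC20 agonist is SEW2871; 100% = SEW2871 at its EC100 plus forskolin at EC80; some compounds past the cut are filed as inactive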
HER2 expr 66K = inhibitors of human Her2 kinase expression; actives 0.69% (n = 65,000); SKBR-3 HER2 protein level, AlphaScreen, 18-24 h; stronger effect = lower value; P04626; HER2 level % of control, % at 10 µM;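 active means HER2 level under 5% of the carrier-only control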;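 further: 100% = DMSO carrier and 0% = 500 nM PU-H71 HSP90 inhibitor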
Target sequence (P04626 whole entry, looked up): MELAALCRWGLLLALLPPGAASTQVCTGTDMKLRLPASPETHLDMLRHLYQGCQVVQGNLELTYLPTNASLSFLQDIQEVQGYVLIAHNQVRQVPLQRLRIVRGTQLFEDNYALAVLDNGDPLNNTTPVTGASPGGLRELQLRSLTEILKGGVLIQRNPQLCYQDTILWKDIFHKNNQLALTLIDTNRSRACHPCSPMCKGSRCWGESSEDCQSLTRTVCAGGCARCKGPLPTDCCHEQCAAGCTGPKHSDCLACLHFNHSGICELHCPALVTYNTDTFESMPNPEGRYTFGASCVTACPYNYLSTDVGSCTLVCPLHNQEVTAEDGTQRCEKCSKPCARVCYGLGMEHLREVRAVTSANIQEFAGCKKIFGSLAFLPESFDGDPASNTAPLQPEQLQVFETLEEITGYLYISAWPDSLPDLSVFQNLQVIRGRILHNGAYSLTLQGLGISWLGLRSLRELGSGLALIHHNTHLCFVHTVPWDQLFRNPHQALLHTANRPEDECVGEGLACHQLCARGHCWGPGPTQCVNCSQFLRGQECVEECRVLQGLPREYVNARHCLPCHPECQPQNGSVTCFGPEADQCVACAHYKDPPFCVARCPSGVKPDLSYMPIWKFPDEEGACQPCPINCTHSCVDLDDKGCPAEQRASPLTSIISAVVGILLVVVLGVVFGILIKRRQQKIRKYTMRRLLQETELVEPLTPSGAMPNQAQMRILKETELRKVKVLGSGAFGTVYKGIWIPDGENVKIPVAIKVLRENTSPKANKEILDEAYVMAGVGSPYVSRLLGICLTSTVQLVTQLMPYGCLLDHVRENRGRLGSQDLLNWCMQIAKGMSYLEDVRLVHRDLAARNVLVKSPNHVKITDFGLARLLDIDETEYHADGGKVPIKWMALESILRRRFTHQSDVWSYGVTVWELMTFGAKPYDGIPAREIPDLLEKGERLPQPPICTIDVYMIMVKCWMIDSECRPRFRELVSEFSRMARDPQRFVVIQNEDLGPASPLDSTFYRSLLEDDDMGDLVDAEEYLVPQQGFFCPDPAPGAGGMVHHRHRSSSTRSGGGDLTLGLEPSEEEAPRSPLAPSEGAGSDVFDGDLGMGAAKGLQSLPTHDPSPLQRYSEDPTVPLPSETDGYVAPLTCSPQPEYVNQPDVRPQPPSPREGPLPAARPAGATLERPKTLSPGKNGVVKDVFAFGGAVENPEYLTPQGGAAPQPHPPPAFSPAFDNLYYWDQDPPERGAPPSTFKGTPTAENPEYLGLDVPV
M1 agonist = activates the M1 muscarinic receptor | AID 626 | actives 3% (n = 64,000) | B-score at 10 µM | CHO-M1 cells, Fluo-4 calcium fluorescence, agonist mode; stronger effect = higher value;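 active means fluorescence rise, raw or as B-score row- and column-corrected plate score, outside the 99.7% band of its plate's samples, either direction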
S1P3 agonist = S1P3 (human) receptor agonism; Q99500; S1P3 NFAT-BLA reporter cells, FRET ratio; relative to 1 µM S1P, basal subtracted; activation, % at 4.5 µM; actives 0.1% (n = 60,000); AID 373;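 active means activation above the screen-wide mean plus 3 SD, cut at about 4.5% in these data, passing the limit was not always enough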; further: some compounds called inactive have numbers as strong as hits
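Measure – % activation relative to 1 µM S1P (100%), per plate · System – stable CHO line with human S1P3, Gα16, NFAT-BLA reporter · Timing – cells plated overnight, compound 4 h 37 °C, substrate 2 h RT · Technique – fluorescent BLA substrate, ex 405 nm, em 460/535 nm ratio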
5HT1E ag = agonists of human 5-HT1E serotonin receptor; P28566; CHO 5-HT1E Ga15 NFAT-bla reporter, FRET; 0% DMSO wells, 100% control agonist wells; activation, % at 6 µM; actives 0.69% (n = 65,000); AID 574;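 active means activation above a set limit, the screen-wide mean activation plus 3 SD, cut at about 8.5% in these data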;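 further: 100% = positive control agonist at 1 µM giving full maximal response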
Jurkat viability = cytotoxic compounds reducing Jurkat cell viability; Jurkat E6.1 viability, ATP luminescence, 48 h; inhibition, % at 4 µM; actives 1.2% (n = 56,000); AID 463;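 active means inhibition above the mean inhibition of all tested compounds plus 3 SD, cut at about 28% in these data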
HEK293 NFkB inh = lowers PMA/ionomycin-induced NF-kB signal in HEK293 cells; actives 0.21% (n = 62,000); HEK-293 NF-kB luciferase reporter, luminescence; inhibition, % at 3 µM;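 active means inhibition above the mean of all tested compounds plus 3 SD, cut at about 40% in these data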;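 further: 0% = stimulated DMSO wells and 100% = 10 µM reference inhibitor 5653914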
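System: NF-kB luciferase reporter HEK-293 cells | Replication: Single test | Control set: DMSO vs reference inhibitor | Evaluation: % inhibition | Schedule: 1 h pretreatment, 16 h stimulation, 37 °C | Probe or stimulus: PMA with ionomycin | Compound dosing: One dose, 3 µM | Detection: Luciferase luminescence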
HTR1E antagonist = blocks the human 5-HT1E serotonin receptor | P28566 | CHO 5-HT1E Ga15 NFAT-bla reporter, FRET, antagonist | inhibition, % at 6 µM | actives 0.99% (n = 65,000);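 active means inhibition above a set limit, the mean inhibition across every tested compound plus 3 SD, cut at about 29% in these data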;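 further: signal is the 460 over 535 nm emission ratio of beta-lactamase substrate; 0% = agonist plus DMSO wells and 100% = wells without agonist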
Numbers without * were called inactive; / = no result given. An unsorted share of the library; about 9.2% have a hit in one of these screens.

SMILES | M1 antag | S1P1 ag-PAM | HER2 expr 66K | M1 agonist | S1P3 agonist | 5HT1E ag | Jurkat viability | HEK293 NFkB inh | HTR1E antagonist
Cc1onc(-c2c(F)cccc2Cl)c1C(=O)Nc1ccc(S(=O)(=O)Nc2ncccn2)cc1 | -0.23 | -5 | 97 | -0.56 | 0.0 | -0.2 | -6 | 4 | 17
Cc1cc(S(=O)(=O)N2CCN(c3ccc(F)cc3)CC2)c(C)s1 | -0.0085 | 2 | 105 | -0.051 | -0.2 | -1.5 | 0 | 3 | 16
Cc1coc2cc3oc(=O)c4c(c3cc12)CCCC4 | -0.049 | -22 | 58 | 0.057 | -1.7 | -0.2 | -1 | 5 | 5
CCOC(=O)N1CCN(C(=O)CN(c2ccc3c(c2)OCO3)S(C)(=O)=O)CC1 | 0.53 | 5 | 88 | 0 | -0.2 | 0.2 | -1 | 3 | 4
CC(C)Cn1c(=O)c(C(=O)Nc2ccncc2)c(O)c2ccccc21 | 0.16 | 4 | -13* | 0.51 | -0.2 | -1.8 | 2 | 7 | 9
COC(=O)CCC(=O)Nc1ccccc1C(N)=O | 0.13 | -5 | 92 | 0.5 | -2.2 | 0.2 | 14 | 18 | -2
CCC1CCCCN1C(=O)CSc1nc2c(cnn2-c2ccc(C)cc2)c(=O)[nH]1 (centres undefined) | 0.36 | -1 | 87 | 2.1 | -0.4 | -0.3 | -6 | 11 | 2
CC1(C(=O)NC2CCCC2)CCC(=O)N1Cc1ccccc1 (centres undefined) | 0.4 | -8 | 100 | 0.22 | 0.6 | -0.4 | -6 | 12 | -2
COC(=O)c1ccc(N2C(=O)CC(N3CCN(C(=O)c4ccco4)CC3)C2=O)cc1 (centres undefined) | 0.54 | -18 | 66 | -1.3 | 0.7 | -0.2 | / | / | -7
O=C(O)CC1C(=O)NCCN1C/C=C/c1ccccc1 (centres undefined) | 0.23 | -9 | 67 | 0.084 | -0.4 | 1.1 | -5 | 4 | -4
O=C(O)CC1CCC(=C(Cl)Cl)C1 (centres undefined) | 0.0012 | -1 | 60 | -0.13 | -1.1 | 0.4 | -6 | 7 | -12
Cc1ccc(Oc2nc3c(c(=O)n(Cc4ccccc4F)c(=O)n3C)n2C)cc1 | -1.1 | 14 | 102 | 2.4 | -5.8 | -0.8 | / | / | -11
C=CCOc1ccc(/C(O)=C2/C(=O)C(=O)N(CCN3CCOCC3)C2c2ccc(C)cc2)cc1 (centres undefined) | -0.39 | 5 | 110 | -0.59 | -1.2 | -0.5 | 3 | -1 | 19
COc1ccc(NC(=O)CCN2CCCC(C)C2)cc1 (centres undefined) | -0.48 | / | 100 | -1.3 | -1.3 | 0.2 | 2 | 7 | 3
Cc1cccc(-c2ccc(C=Nc3c(C)n(C)n(-c4ccccc4)c3=O)o2)c1 | -0.53 | 2 | 80 | 0.35 | 0.1 | 0.4 | 1 | 14 | -3
COC(=O)c1ccc(CN(C(C)=O)c2ccccc2)o1 | -0.093 | -11 | 92 | -0.33 | -1.7 | -1.2 | / | / | -1
Cc1nnc(SCC(=O)Nc2ccc(Cl)cn2)n1Cc1ccccc1 | 0.086 | -28 | 96 | -0.57 | 0.6 | -0.3 | -11 | 2 | -8
CCn1c(SCC(=O)N2CCc3ccccc32)nc2c(c1=O)SC(C)C2 (centres undefined) | 0.13 | 5 | 86 | -0.0046 | 0.3 | 0.5 | -3 | -1 | -4
O=C(O)c1cc2cc(Cl)ccc2oc1=O | 0.55 | / | 68 | -0.48 | / | 0.2 | / | 8 | 2
COc1ccc(OC)c(NC(=O)Nc2cccc(Cn3cccn3)c2)c1 | / | / | 71 | / | 0.1 | -0.7 | 3 | 10 | 2
CCc1ccc(OCc2nnc(SCCN3CCOCC3)n2C)cc1 | -0.054 | 0 | 73 | -0.37 | 0.7 | 1.2 | -5 | 3 | -9
COc1ccccc1OCCCn1cc(C#N)c2ccccc21 | -0.5 | 0 | 61 | 1.5 | -0.2 | -0.1 | 0 | 4 | -2
Cn1c(=O)c2c(nc(SCC(=O)NCc3ccco3)n2C)n(C)c1=O | 0.017 | -24 | 102 | -1.5 | 0.4 | -0.5 | -7 | 16 | 6
Oc1ccccc1-c1nc(NCCN2CCOCC2)c2ccccc2n1 | -2.8* | 1 | 88 | 6.9 | -2.8 | -0.6 | / | / | 13
CCOC(=O)CC1=NC(=O)CS1 | 1.4 | -10 | 116 | -1.4 | -3.5 | -0.1 | / | / | -1
SMILES | M1 antag | S1P1 ag-PAM | HER2 expr 66K | M1 agonist | S1P3 agonist | 5HT1E ag | Jurkat viability | HEK293 NFkB inh | HTR1E antagonist
COc1ccc(NCc2nnc(SCC(=O)N3CCCc4ccccc43)o2)cc1 | -1.4 | 0 | 73 | -0.67 | -0.2 | 0.4 | -2 | 5 | -5
O=C(O)C1C2C=CC(O2)C1C(=O)NCc1ccc(Cl)cc1 (centres undefined) | 0.23 | -1 | 116 | -0.13 | -1.0 | -0.8 | 1 | 21 | 3
CCOc1ccc(C(=O)NC2CCN(S(=O)(=O)CC)CC2)cc1 | -0.57 | -7 | 68 | 0.66 | 0.2 | 0.1 | 9 | 5 | -2
CC(Oc1ccc(Cl)cc1)C(=O)Nc1nccs1 (centres undefined) | -0.0043 | / | 52 | -0.41 | / | 0.1 | / | 18 | 1
O=C(O)c1[nH]c2ccccc2c1NS(=O)(=O)Cc1ccccc1 | 0.29 | 1 | 108 | 0.041 | 0.0 | 0.2 | 6 | 13 | 2
CC(=O)NCCn1c(SCc2cc(=O)n3cc(Cl)ccc3n2)nc2ccccc2c1=O | 1.6 | -28 | 105 | -1 | 1.1 | 0.0 | -5 | 6 | 25
CC1CCCCC1NC(=O)c1nnc(Cc2ccc(Cl)cc2)o1 (centres undefined) | -0.47 | -13 | 98 | 0.88 | 0.0 | -0.2 | 6 | 4 | -2
CC(=O)Oc1c(C)cc(O)c2ccccc12 | 0.61 | -8 | 54 | -0.13 | -0.8 | 1.3 | 6 | 12 | -1
Cc1ccc2cccc(S(=O)(=O)N3CCN(c4ccccc4F)CC3)c2n1 | 0.003 | / | 96 | 1.5 | -0.1 | 0.4 | 1 | 17 | 4
CC1(C)NC(=O)N(CC(O)CN2C(=O)CCC2=O)C1=O (centres undefined) | -0.9 | -16 | 64 | 0.02 | 0.2 | -0.1 | -4 | 3 | -4
O=C(NCCCn1ccnc1)c1cc2c(s1)CCCCC2 | -1.3 | 18 | 90 | 0.099 | -1.1 | -0.9 | 7 | 7 | 2
COc1cc(NC(=O)c2ccccc2Cl)c(OC)cc1NC(=O)CN1CCOCC1 | -0.42 | -51 | 152 | 0.36 | 0.3 | -0.5 | -5 | 6 | 3
COc1ccccc1OCC(O)Cn1c(=N)n(CCN2CCCCC2)c2ccccc21 (centres undefined) | -1.6* | / | 87 | -0.08 | / | -0.7 | / | 15 | 6
Cc1cccc(NC(=O)Nc2cc(C)on2)c1 | 0.026 | 6 | 90 | -2 | -0.8 | -0.7 | -6 | -6 | 11
CCOC(=O)Nc1nc(C)c(C(=O)N(C)C)s1 | 0.37 | 0 | 88 | 0 | -0.7 | -0.2 | -3 | 9 | 1
O=C(Cc1cccs1)NCc1ccncc1 | -0.92 | 9 | 104 | -0.35 | -1.4 | -0.7 | 9 | -14 | -2
O=c1[nH]nc2c3ccccc3cnn12 | / | 5 | 101 | / | -0.1 | -0.8 | -3 | 18 | -4
COCCCN(C(=O)Nc1ccccc1)C(C)c1ccncc1 (centres undefined) | 0.27 | -11 | 97 | 0.13 | -1.0 | 0.5 | -6 | 12 | -4
Cc1cc(NC(=O)Nc2cccc3ccccc23)no1 | 0.54 | -27 | 103 | 0.74 | -0.1 | 0.3 | -6 | 8 | 1
CC(C)c1ccc2oc(-c3ccc(NC(=O)c4ncn[nH]4)cc3)nc2c1 | 0.44 | 55 | 105 | -0.65 | 7.8 | 1.9 | -6 | -47 | -7
COc1ccc2cc(C(c3nnnn3CC3CCCO3)N3CCOCC3)c(=O)[nH]c2c1 (centres undefined) | 0.57 | 4 | 100 | -0.02 | -0.7 | -0.6 | 0 | 14 | -8
N#Cc1c(NCc2ccccc2)ccnc1NCc1cccnc1 | -4.3* | 20 | 110 | -0.08 | -0.5 | -0.4 | 69* | 11 | 17
C=C1Cn2c(nnc2-c2ccc(Cl)cc2)S1 | 0.48 | -18 | 82 | 0.19 | -1.4 | 1.0 | 1 | 4 | -9
CC(C)(C)NC(=O)C(OC(=O)Cn1nnc(-c2ccc(F)cc2)n1)c1ccncc1 (centres undefined) | 0.72 | / | 31 | 0.061 | / | -1.0 | / | -1 | -11
Cn1c(=O)c(C(=O)c2ccccc2)nc2ccccc21 | 0.33 | 11 | 146 | 0.4 | 0.1 | -0.2 | 4 | -1 | -1
CCCCOC(=O)C(C)Oc1ccc(=O)n(-c2ccccc2)n1 (centres undefined) | 0.25 | 2 | 110 | -0.93 | -1.3 | -1.1 | 2 | 9 | 5
CN(Cc1cccs1)S(=O)(=O)c1cccs1 | 0.9 | -2 | 132 | -0.6 | -0.5 | 1.1 | -5 | 8 | 1
CCN(CC)C(=O)CSc1nnc(-c2cccnc2)n1CCc1ccccc1 | -0.049 | -2 | 96 | 8.3* | -1.2 | 1.1 | 0 | 9 | -2
c1ccc2c(c1)CCN(c1ncnc3nc[nH]c13)C2 | -0.0016 | -5 | 112 | -1.4 | -0.1 | 1.4 | -2 | 9 | -7

Among those listed so far, these contain an aryl thioether with sulfur outside any ring:
SMILES | M1 antag | S1P1 ag-PAM | HER2 expr 66K | M1 agonist | S1P3 agonist | 5HT1E ag | Jurkat viability | HEK293 NFkB inh | HTR1E antagonist
CCC1CCCCN1C(=O)CSc1nc2c(cnn2-c2ccc(C)cc2)c(=O)[nH]1 (centres undefined) | 0.36 | -1 | 87 | 2.1 | -0.4 | -0.3 | -6 | 11 | 2
Cc1nnc(SCC(=O)Nc2ccc(Cl)cn2)n1Cc1ccccc1 | 0.086 | -28 | 96 | -0.57 | 0.6 | -0.3 | -11 | 2 | -8
CCn1c(SCC(=O)N2CCc3ccccc32)nc2c(c1=O)SC(C)C2 (centres undefined) | 0.13 | 5 | 86 | -0.0046 | 0.3 | 0.5 | -3 | -1 | -4
CCc1ccc(OCc2nnc(SCCN3CCOCC3)n2C)cc1 | -0.054 | 0 | 73 | -0.37 | 0.7 | 1.2 | -5 | 3 | -9
Cn1c(=O)c2c(nc(SCC(=O)NCc3ccco3)n2C)n(C)c1=O | 0.017 | -24 | 102 | -1.5 | 0.4 | -0.5 | -7 | 16 | 6
COc1ccc(NCc2nnc(SCC(=O)N3CCCc4ccccc43)o2)cc1 | -1.4 | 0 | 73 | -0.67 | -0.2 | 0.4 | -2 | 5 | -5
CC(=O)NCCn1c(SCc2cc(=O)n3cc(Cl)ccc3n2)nc2ccccc2c1=O | 1.6 | -28 | 105 | -1 | 1.1 | 0.0 | -5 | 6 | 25
CCN(CC)C(=O)CSc1nnc(-c2cccnc2)n1CCc1ccccc1 | -0.049 | -2 | 96 | 8.3* | -1.2 | 1.1 | 0 | 9 | -2
